EBNA-1 inhibitor: EBNA-1 DNA-binding inhibitors, primary screen, biochemical, fluorescence polarization. inhibition, % at 14.8 µM. AID 1950, 2009. 300,000 compounds, 0.34% hits; in the data active = inhibition above about 28%
LYPLA1 inh: LYPLA1 inhibitors, primary screen, counter-screen for PME1 inhibitor project, biochemical, fluorescence polarization, FP-Rh probe ABPP; recombinant LYPLA1; inhibition, % at 5.9 µM; 320,000 compounds, 0.16% hits;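 active = inhibition above the mean of all tested compounds plus 3 SD, set per campaign, cut at about 14% in these data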;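 also: inhibitors block serine hydrolase probe labeling of LYPLA1 so polarization falls; 0% = enzyme with DMSO and 100% = wells lacking LYPLA1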
ZTA counter: blocks Epstein-Barr virus ZTA, an EBNA-1 counter-screen; 320,000 compounds, 0.15% hits; P03206; inhibition, % at 11 µM; ZTA-DNA binding, fluorescence polarization; in the data active = inhibition above about 33%
Target sequence (P03206 whole entry, looked up): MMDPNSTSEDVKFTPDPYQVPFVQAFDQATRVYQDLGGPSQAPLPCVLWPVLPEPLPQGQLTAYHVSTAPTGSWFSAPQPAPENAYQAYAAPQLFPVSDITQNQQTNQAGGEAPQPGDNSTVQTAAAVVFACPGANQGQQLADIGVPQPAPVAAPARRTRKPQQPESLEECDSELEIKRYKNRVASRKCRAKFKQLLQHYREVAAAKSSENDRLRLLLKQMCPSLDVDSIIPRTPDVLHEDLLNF
LYPLA2 counter: LYPLA2 inhibitors, primary screen, counter-screen for PME1 inhibitor project, biochemical, fluorescence polarization, FP-Rh probe ABPP; Acyl-protein thioesterase 2 (Homo sapiens), O95372; recombinant LYPLA2; inhibition, % at 5.9 µM; 320,000 compounds, 0.38% hits; AID 2177, 2009;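 active = inhibition above the screen-wide mean plus 3 SD, limit set per campaign, cut at about 26% in these data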;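 also: 0% = LYPLA2 with DMSO and 100% = wells lacking LYPLA2 enzyme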
Target sequence (O95372 whole entry, looked up): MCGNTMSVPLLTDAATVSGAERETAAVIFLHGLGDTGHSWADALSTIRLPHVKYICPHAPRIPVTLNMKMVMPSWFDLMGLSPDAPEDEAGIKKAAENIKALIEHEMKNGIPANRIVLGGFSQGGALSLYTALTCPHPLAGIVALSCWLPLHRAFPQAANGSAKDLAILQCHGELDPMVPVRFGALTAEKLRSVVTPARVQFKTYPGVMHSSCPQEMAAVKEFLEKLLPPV
PAFAH1B3 inh: PAFAH1B3 enzyme inhibitors, primary screen, biochemical, fluorescence polarization, human; Platelet-activating factor acetylhydrolase IB subunit alpha1 (Homo sapiens), Q15102; recombinant PAFAH1B3, FP-rhodamine probe; inhibition, % at 3.39 µM; 340,000 compounds, 0.28% hits; AID 492972, 2010;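 active = inhibition above the screen-wide average of all tested compounds plus 3 SD, cut at about 25% in these data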;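 also: 0% = enzyme with DMSO only and 100% = wells lacking PAFAH1B3 protein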
Target sequence (Q15102 whole entry, looked up): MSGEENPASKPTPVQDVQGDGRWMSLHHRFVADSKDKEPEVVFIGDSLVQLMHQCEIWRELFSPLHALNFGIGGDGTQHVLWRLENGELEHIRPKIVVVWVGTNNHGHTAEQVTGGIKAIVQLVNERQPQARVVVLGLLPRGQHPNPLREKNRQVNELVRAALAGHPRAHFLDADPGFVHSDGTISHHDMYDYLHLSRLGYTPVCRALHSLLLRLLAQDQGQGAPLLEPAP
PAFAH2 inh: PAFAH2 enzyme inhibitors, primary screen, biochemical, fluorescence polarization, human; recombinant PAFAH2, FP-rhodamine activity probe; Platelet-activating factor acetylhydrolase 2, cytoplasmic (Homo sapiens), Q99487; inhibition, % at 3.39 µM; AID 492956, 2010; 340,000 compounds, 0.99% hits;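 active = inhibition above the mean over all tested compounds plus 3 SD, cut at about 30% in these data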;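 also: inhibitors block probe labeling of enzyme so polarization drops; 0% = enzyme with DMSO and 100% = wells lacking PAFAH2 protein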
pPAFAH inh: pPAFAH enzyme inhibitors, primary screen, biochemical, fluorescence polarization, human | recombinant pPAFAH, FP-rhodamine probe fluorescence polarization | inhibition, % at 3.39 µM | 330,000 compounds, 1.5% hits;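 active = inhibition above the mean inhibition across the screen plus 3 SD, cut at about 25% in these data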;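 also: inhibitors block binding of the rhodamine activity-based probe so polarization drops; 0% = enzyme with DMSO and 100% = wells lacking pPAFAH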
PAFAH1B2 FP inh: PAFAH1B2 enzyme inhibitors, primary screen, biochemical, fluorescence polarization, human | 340,000 compounds, 1.2% hits | inhibition, % at 3.39 µM | AID 492953, 2010 | recombinant PAFAH1B2, FP-rhodamine activity probe | Platelet-activating factor acetylhydrolase IB subunit alpha2 (Homo sapiens), P68402;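 active = inhibition above the mean of all tested compounds plus 3 SD, cut at about 24% in these data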;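 also: 0% = enzyme with DMSO and 100% = wells lacking PAFAH1B2; many of its hits are not listed in these tables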
Target sequence (P68402 whole entry, looked up): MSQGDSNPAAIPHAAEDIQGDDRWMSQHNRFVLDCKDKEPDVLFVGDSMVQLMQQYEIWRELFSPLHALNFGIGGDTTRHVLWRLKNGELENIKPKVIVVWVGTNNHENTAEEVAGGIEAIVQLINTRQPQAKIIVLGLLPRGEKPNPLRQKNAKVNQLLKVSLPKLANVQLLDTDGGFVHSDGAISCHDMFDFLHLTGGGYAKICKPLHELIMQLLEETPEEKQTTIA
PREPL inhibitor: PREPL enzyme inhibitors, primary screen, biochemical, fluorescence polarization | 320,000 compounds, 0.68% hits | inhibition, % at 5.96 µM | Prolyl endopeptidase-like (Homo sapiens), Q4J6C6 | recombinant PREPL, fluorescence polarization activity-based probe; in the data active = inhibition above about 43%;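 also: 0% = enzyme with DMSO and 100% = wells lacking enzyme; many of its hits are not listed in these tables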
The depositor's hits bear a star; · = not tested or not shown.

Molecule | pPAFAH inh | PAFAH1B2 FP inh | ZTA counter | PAFAH1B3 inh | LYPLA2 counter | PREPL inhibitor | LYPLA1 inh | EBNA-1 inhibitor | PAFAH2 inh
CCCCCCCN1C(Nc2ccccc2)=NC[C@@H]1CC(C)C | 3 | 4 | 2 | -6 | 0 | -2 | 1 | -2 | -9
Cc1cc(C(F)(F)F)nn1CC(=O)Nc1ccc2c(c1)OCO2 | 7 | 0 | 11 | -2 | 2 | 3 | 1 | 2 | 2
CCOc1ccc(NC(=O)CSc2nccn2Cc2ccco2)cc1 | 6 | 1 | 0 | -2 | 2 | -4 | -3 | 8 | 5
CCCn1c(=O)c(C(=O)NNC(=O)c2cccc([N+](=O)[O-])c2)c(O)c2ccccc21 | 14 | 3 | -8 | 8 | -5 | 5 | 2 | -2 | 2
CCC(C)NC(=O)Cn1cc2c(n1)CCC(C)C2 (stereo unspecified) | -4 | 3 | 12 | 4 | -6 | -4 | -1 | 5 | 2
CN(C)Cc1c(C#N)c2ccccc2n1C | -4 | -1 | -14 | 4 | -5 | 10 | 0 | -2 | 6
O=S(=O)(NC1CCCC1)c1ccc(-n2cnnn2)cc1 | -3 | 0 | -12 | -6 | 3 | 3 | 5 | -16 | 10
COc1cccc(CNS(=O)(=O)c2cc3c4c(c2)CCC(=O)N4CCC3)c1 | 0 | 4 | -4 | -1 | -5 | 5 | -1 | -9 | 1
NS(=O)(=O)c1ccc(CCNC(=O)C2Cc3ccccc3CN2C(=O)c2ccco2)cc1 (stereo unspecified) | 2 | -1 | -2 | -7 | 2 | 10 | 2 | 4 | 4
Nc1cc(N)nc(SCC(=O)NCc2ccco2)n1 | 3 | 0 | -3 | 5 | 5 | 15 | 2 | -1 | -5
O=C(c1cnn(C(=O)c2cccc(S(=O)(=O)N3CCOCC3)c2)c1)c1cc(Cl)cc(Cl)c1O | 7 | · | 1 | · | -4 | 2 | -5 | 7 | ·
COc1cccc2sc(NNC(=O)C3=COCCO3)nc12 | 8 | -2 | 8 | 3 | 5 | 8 | 1 | -9 | 6
COc1ccc(/C=C/C(=O)Oc2cccc(/C=N/NC(=O)c3cccc(F)c3)c2)cc1 | -15 | -4 | 0 | -13 | -5 | -18 | -16 | 29* | -39
COc1cccc(C(c2c(N)[nH]c(=S)[nH]c2=O)c2c(N)[nH]c(=S)[nH]c2=O)c1 | 1 | · | 6 | · | 5 | 0 | 0 | -3 | ·
O=C(CCl)N1CCN(CC(=O)N2CCCC2)CC1 | 0 | 1 | 13 | 15 | -2 | 4 | 1 | 0 | -1
CC(=O)c1ccc(N2CCN(C(=O)Nc3ccc(F)cc3F)CC2)cc1 | 4 | 0 | -4 | -1 | 6 | 6 | 0 | -14 | 9
C#C[C@]1(O)CCC2C3CCC4=Cc5oncc5CC4(C)C3CCC21C (stereo partly specified) | 7 | 4 | -4 | 8 | 3 | 3 | -2 | -1 | 1
CN(C)CCN(Cc1cccs1)S(=O)(=O)c1csc(C(N)=O)c1 | -6 | -2 | 2 | 2 | -2 | 0 | -3 | -1 | 4
COC(=O)c1c(C)nc(C)c(C(=O)OC)c1-c1ccc(OC)cc1 | -5 | -6 | -14 | 5 | 2 | -13 | -1 | -13 | -4
CCOC(=O)c1oc2ccccc2c1COC(=O)C(C)NC(=O)c1ccco1 (stereo unspecified) | 0 | 2 | -5 | -2 | -3 | 9 | 0 | · | 4
Cc1c(C(=O)NC2CCCCC2)sc2ncnc(N3CCN(c4ccccc4)CC3)c12 | 2 | -1 | 2 | -5 | -1 | 14 | 1 | 4 | 2
O=C(/C=C/Nc1ccc(F)c(F)c1)c1cccs1 | 0 | -2 | 1 | -3 | 2 | -4 | -2 | 11 | -5
Cc1ccc(C)c(Nc2ncnc3nc[nH]c23)c1 | 1 | -1 | -2 | 5 | 1 | 9 | 3 | 3 | 5
CC(=O)c1ccc(NC(=O)c2ccc(S(=O)(=O)N3CCCC3)cc2)cc1 | 7 | 1 | -1 | -2 | -1 | 4 | -1 | 6 | 1
CCOC(=O)C1CCCN(S(=O)(=O)CCNC(=O)c2ccccc2)C1 (stereo unspecified) | -1 | -5 | -6 | 1 | -1 | 10 | 4 | -2 | 4
COC(=O)c1ccccc1NC(=O)C(=O)NCC1CCCO1 (stereo unspecified) | -4 | 0 | 2 | 1 | 13 | 9 | 2 | -7 | -1
O=C(NCCCN1CCCC1=O)c1cccc(C(F)(F)F)c1 | 2 | 5 | -3 | -2 | 5 | 6 | 2 | -10 | -11
Cc1ccc(-c2[nH]n3c(=O)c4c(nc3c2C)CCCC4)cc1 | 7 | -2 | 6 | 3 | -2 | -4 | 0 | 5 | 1
COc1cc(NC(=O)CSc2nc3ccccc3c(=O)n2C)ccc1NC(=O)c1ccco1 | 3 | 0 | -1 | 14 | 9 | -7 | -1 | 40* | -8
Cc1ccc(/C=N/NC(=O)CN2C(=O)CSc3ccccc32)o1 | 3 | 3 | 11 | -2 | -7 | -5 | 0 | -5 | -3
CCOc1cc(/C=C2\SC(N3CCCCC3)=NC2=O)ccc1O | 0 | 4 | 10 | 7 | -9 | -4 | -2 | -7 | 5
CCn1nc(C)c(Br)c1-c1nc(CS(=O)(=O)c2ccsc2)no1 | 0 | · | 14 | · | 3 | 13 | -3 | 12 | ·
O=C(NNC(=O)c1cc2ccccc2cc1O)Nc1ccc(Br)cc1 | 26* | 3 | -7 | 11 | 0 | 8 | 1 | 2 | -10
N/C(=N\OS(=O)(=O)c1ccc(Cl)cc1)c1ccncc1 | 7 | 1 | 10 | 1 | 0 | 1 | -5 | 3 | 2
CSc1nsc(/C=C/Nc2ccc(C)cc2)c1C#N | 6 | -2 | 1 | 0 | -4 | -7 | -5 | 2 | -11
CCc1nc(SCC(=O)NCc2ccco2)c2c(=O)n(C)c(=O)n(C)c2n1 | 9 | 4 | -5 | 3 | 0 | 5 | 1 | 6 | -4
Cc1cc(=O)c2ccccc2n1Cc1ccccc1 | 7 | -2 | 0 | 6 | -3 | 11 | -4 | 3 | 2
Cc1ccc([N+](=O)[O-])c2c1C(N1CCCCC1)C(C)(C)O2 (stereo unspecified) | 1 | 9 | 4 | -2 | 2 | -1 | -1 | 12 | 6
O=S(=O)(Nc1cccc2cccnc12)c1ccccc1 | 8 | 10 | -16 | 1 | 8 | -1 | 0 | 0 | 5
O=C1C2C3C=CC(c4ccccc4)(C2C(=O)N1c1cccc(Cl)c1)C1C(=O)N(c2cccc(Cl)c2)C(=O)C31 (stereo unspecified) | 5 | 1 | 14 | 3 | 6 | 36 | -3 | 27 | -6
NC(=O)CCSC(=S)N1CCOCC1 | 1 | -1 | -17 | 13 | 6 | 17 | 3 | -5 | 1
COc1cnc(SCc2ccc(Cl)cc2Cl)nc1Cl | 3 | 5 | 0 | -8 | 4 | 9 | -2 | 5 | -2
Cc1nnsc1-c1c(C(=O)Oc2ccccc2)c(C)nn1-c1ccccc1 | -3 | · | 3 | · | -4 | 16 | 0 | -7 | ·
O=C(CCn1c(=S)[nH]c2cc3c(cc2c1=O)OCO3)N1CCc2ccccc2C1 | 1 | · | 11 | · | 5 | 0 | -1 | 11 | ·
CC1=Nc2ccc(C)cc2/C1=C/c1c(N)n2nc(CC(=O)N3CCOCC3)sc2nc1=O | 10 | 4 | 3 | 7 | 2 | -2 | -2 | -18 | 9
COc1ccc(N2C(=O)CC(Nc3ccc(C(=O)O)cc3)C2=O)cc1OC (stereo unspecified) | 3 | 6 | 2 | 8 | -1 | -4 | 3 | 3 | -8
Cc1ccccc1CNC(=O)C(=O)NCC1OCCCN1S(=O)(=O)c1cccs1 (stereo unspecified) | 1 | 18 | 2 | -3 | 0 | -2 | -1 | -16 | 6
O=C(O)c1ccccc1C(=O)NC1Cc2ccccc2C1 | 1 | 4 | 16 | 2 | -4 | -2 | 0 | -7 | 0
CN(Cc1ccccc1)Cc1nc2scc(-c3ccccc3)c2c(=O)[nH]1 | 4 | 7 | -2 | 5 | 3 | -7 | -1 | -7 | 3
Cc1ccc(-n2nc3c([n+]2[O-])CCc2c-3no[n+]2[O-])cc1 | 7 | 5 | 14 | 12 | 2 | 2 | -2 | -4 | 3
COc1ccc(C(=O)NCC(=O)OCCOc2ccc(Cl)cc2)cc1OC | 2 | 4 | · | -2 | · | 4 | · | · | -6
O=C1COc2ccc(-c3csc(NCC4CCCO4)n3)cc2N1 (stereo unspecified) | -3 | 0 | -13 | 6 | -1 | 17 | -1 | 1 | 3
O=C(CCCNS(=O)(=O)c1cccc2nsnc12)NCCN1CCN(c2ccccc2F)CC1 | 7 | 1 | 3 | 6 | -1 | 10 | 5 | 7 | -5
O=S(=O)(NCC(c1ccco1)N1CCc2ccccc2C1)c1ccc(F)cc1 (stereo unspecified) | 9 | 1 | 6 | 6 | 3 | -56 | -1 | -3 | 15
Cc1nc(CCNS(=O)(=O)c2cccs2)cs1 | -3 | 4 | 4 | 5 | -6 | 2 | -7 | 3 | 10
Cc1ccc(Nc2cc(-c3ccccc3)nc3ncnn23)cc1 | 13 | -6 | -3 | 8 | -6 | 11 | -1 | -9 | -4
C[C@@H](NC(=O)c1nc[nH]c1C(=O)N[C@@H](Cc1ccccc1)C(=O)OC(C)(C)C)c1ccccc1 | -5 | 3 | 6 | 9 | -18 | -3 | -13 | -2 | 8
O=C(NCCC1CC1(Cl)Cl)Nc1ccccc1 (stereo unspecified) | 5 | 0 | 7 | 4 | -4 | 3 | -2 | -7 | 10
COc1ccc(OCC(=O)NC2CCCCCCC2)cc1 | 1 | 3 | -5 | 3 | 0 | 16 | -1 | -10 | -7
O=C(CN1C(=O)NC2(CCCCC2)C1=O)Nc1ccc2c(c1)CCC2 | -8 | 0 | 2 | 0 | -3 | -68 | -1 | -6 | 2

Next compounds:
Molecule | pPAFAH inh | PAFAH1B2 FP inh | ZTA counter | PAFAH1B3 inh | LYPLA2 counter | PREPL inhibitor | LYPLA1 inh | EBNA-1 inhibitor | PAFAH2 inh
Cc1ccc2nc(Cl)c3cc(C(=O)NCCCN4CCCC4)sc3c2c1 | 0 | 4 | 0 | 6 | 8 | -92 | -1 | 10 | 3
O=C(NCCc1ccco1)C(=O)NCC1OCCCN1S(=O)(=O)c1ccccc1 (stereo unspecified) | 4 | 0 | 4 | -3 | 7 | -5 | 2 | 3 | 5
CCN(CC)S(=O)(=O)c1ccc(NC(=O)CN(c2cccc(F)c2)S(C)(=O)=O)cc1 | -1 | -2 | 12 | -8 | 11 | -11 | 1 | -22 | 3
CCOC(=O)CSc1nc2ccccc2c(=O)n1Cc1ccco1 | 9 | -1 | 8 | -3 | 2 | -1 | -2 | 3 | 3
CCOc1ccc(C(=O)NCCN2CCOCC2)cc1 | 3 | 0 | -2 | 9 | -4 | -2 | -4 | 10 | 6
CN1CCc2c(sc(NC(=O)c3ccc(S(=O)(=O)N4CCCC4)cc3)c2C(N)=O)C1 | 6 | 5 | 5 | 9 | 3 | 5 | 1 | 13 | 7

This is a subset; count on the stated rates, not on these rows.
